# Assay outcomes (PubChem)
# ATG4B inhibitor = ATG4B (human) cysteine protease inhibition; Q9Y4P1; ATG4B cleavage of LC3-PLA2, NBD-HPC fluorescence, 1 h; inhibition, % at 8.33 µM; 340,000 tested, 0.51% active; in the data active = inhibition above about 40%
# Target sequence (Q9Y4P1 whole entry, looked up): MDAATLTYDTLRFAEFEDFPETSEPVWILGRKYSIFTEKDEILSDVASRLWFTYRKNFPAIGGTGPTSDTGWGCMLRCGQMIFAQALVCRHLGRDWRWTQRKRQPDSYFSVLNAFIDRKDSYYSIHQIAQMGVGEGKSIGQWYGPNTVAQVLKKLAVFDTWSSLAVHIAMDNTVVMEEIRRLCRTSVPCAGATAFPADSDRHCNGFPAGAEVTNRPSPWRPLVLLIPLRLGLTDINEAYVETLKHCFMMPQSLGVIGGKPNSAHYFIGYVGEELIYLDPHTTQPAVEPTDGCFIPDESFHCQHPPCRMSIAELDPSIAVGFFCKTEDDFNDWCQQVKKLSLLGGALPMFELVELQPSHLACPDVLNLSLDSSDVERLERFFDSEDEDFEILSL
# A3A deaminase = blocks human APOBEC3A ssDNA deamination; P31941; inhibition, % at 20 µM; recombinant A3A, FAM/TAMRA ssDNA deamination fluorescence; 330,000 tested, 0.41% active; AID 493011;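 active = at least 40% inhibition at 20 µM here, with at most 30% in a related deaminase screen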;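 also: plate controls were A3A with DMSO for no effect and wells lacking A3A enzyme for full effect; some results filed as inactive read as strong as hits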
# Target sequence (P31941 whole entry, looked up): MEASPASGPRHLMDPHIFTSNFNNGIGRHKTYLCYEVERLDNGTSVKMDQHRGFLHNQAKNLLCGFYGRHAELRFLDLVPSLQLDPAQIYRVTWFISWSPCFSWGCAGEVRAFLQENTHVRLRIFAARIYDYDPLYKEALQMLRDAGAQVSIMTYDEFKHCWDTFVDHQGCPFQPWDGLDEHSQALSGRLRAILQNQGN
# MIN6 prolif = inducers of beta-cell replication in MIN6 cells | proliferation, % at 10 µM | MIN6 cells proliferation, ATPlite luminescence, 48 h; cells starved in 0.2% serum; 100% = growth in 10% serum | 330,000 tested, 0.29% active;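 active = compounds whose signal lies at least 3.5 SD above the mean of all wells on their plate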;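 also: 0% = DMSO-treated cells in low-serum medium and 100% = 10% serum control; some compounds called inactive have numbers as strong as hits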
# hIAP act = human IAP activation; P09923; purified human IAP, CDP-Star luminescence, 30 min; stronger effect = higher value; 1 = vehicle-only enzyme, 0 = enzyme-free background; activation factor at 10 µM; 330,000 tested, 0.16% active;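 active = activation factor of the enzyme at least 2-fold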; also: the source names both 10 and 20 µM as test concentration; values of inactives mirror those of a sister screen read the other way
# mIAP block = blocks mouse intestinal alkaline phosphatase | purified mouse IAP, CDP-Star luminescence, 30 min | inhibition, % at 10 µM | 330,000 tested, 0.2% active;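 active = inhibition of at least 40% at 10 µM in the primary screen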;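 also: plate controls were DMSO with enzyme for no effect and no enzyme wells for full effect; values of inactives mirror those of a sister screen read the other way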
# APOBEC3G inh = inhibitors of human APOBEC3G DNA deaminase. Q9HC16. recombinant A3G, ssDNA deamination FAM/TAMRA fluorescence. inhibition, % at 20 µM. 330,000 tested, 0.28% active;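 active = inhibition of at least 40% at 20 µM, with no more than 30% in the related APOBEC3A deaminase screen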;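 also: plate controls were DMSO wells with A3G for no effect and wells lacking A3G enzyme for full effect; some compounds called inactive have numbers as strong as hits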
# Target sequence (Q9HC16 whole entry, looked up): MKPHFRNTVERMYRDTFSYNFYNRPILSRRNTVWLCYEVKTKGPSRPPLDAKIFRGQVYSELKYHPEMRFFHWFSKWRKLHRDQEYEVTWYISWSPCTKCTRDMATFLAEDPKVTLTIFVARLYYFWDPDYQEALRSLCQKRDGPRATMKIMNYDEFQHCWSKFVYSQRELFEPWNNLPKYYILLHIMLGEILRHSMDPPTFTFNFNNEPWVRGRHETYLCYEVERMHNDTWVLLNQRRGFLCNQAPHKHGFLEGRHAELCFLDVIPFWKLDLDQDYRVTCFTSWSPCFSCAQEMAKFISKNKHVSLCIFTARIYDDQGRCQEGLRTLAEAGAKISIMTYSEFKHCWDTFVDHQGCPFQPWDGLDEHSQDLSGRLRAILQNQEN
# mIAP act = increases mouse intestinal alkaline phosphatase activity; muIAP, CDP-Star luminescence, 30 min; stronger effect = higher value; 1 = vehicle-only enzyme signal, 0 = enzyme-free wells; activation factor at 10 µM; 330,000 tested, 0.24% active; AID 2805;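 active = activation factor of at least 2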; also: the source names both 10 and 20 µM as test concentration; values of inactives mirror those of a sister screen read the other way
#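 Assay system: mouse IAP enzyme; Reagent: CDP-Star chemiluminescent phosphatase substrate; Compound: DMSO-dissolved test compounds; Incubation: 30 min, room temperature; Technique: luminescence from enzymatic CDP-Star hydrolysis; Controls: DMSO-only wells and no-enzyme negative control.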
# MPTP inh = blocks calcium-induced mitochondrial swelling. 360,000 tested, 1.4% active. inhibition, % at 10 µM. isolated mouse mitochondria, Ca2+ swelling absorbance, 30 min. AID 602449;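 active = inhibition of 50% or more, scaled per plate between neutral and stimulator controls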;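 also: 0% = DMSO wells given calcium and 100% = 1 mM EGTA wells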
# hIAP inh = human IAP inhibition | 330,000 tested, 0.12% active | inhibition, % at 10 µM | P09923 | purified IAP, CDP-Star luminescence, 30 min;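 active = inhibition reaching a set limit with compound at 10 µM in the primary screen, cut at about 35% in these data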;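 also: plate controls were DMSO wells with enzyme for no effect and no-enzyme buffer wells for full effect; values of inactives mirror those of a sister screen read the other way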
# Starred values were filed as active, the others as inactive; / = not tested or not shown.
SMILES,ATG4B inhibitor,A3A deaminase,MIN6 prolif,hIAP act,mIAP block,APOBEC3G inh,mIAP act,MPTP inh,hIAP inh
Cc1ccc2[nH]c(=O)c(CN(CC3CCCO3)C(=O)c3ccncc3)cc2c1 (centres undefined),3,-11,-1,1,-6,-7,1.1,1.2,-4
O=C(Nc1ccc2oc(-c3ccccc3)nc2c1)c1ccc2c(c1)OCCO2,-2,-2,0,1,-4,-1,1,2.1,0
CCC(C)NC(=O)c1cnn2c1NC(c1ccc3c(c1)OCO3)CC2C(F)(F)F (centres undefined),-10,3,-1,1.1,-1,-5,1,1.2,-6
S=C(NCc1ccccc1)N1CCCCC1,2,-2,1,0.81,4,-5,0.96,-0.5,19
OC(CNCC1COc2ccccc2O1)COCc1cccs1 (centres undefined),0,-4,1,0.92,8,-7,0.92,-1.6,8
Cc1cc(Br)ccc1NC(=O)C(C)c1ccc([N+](=O)[O-])cc1 (centres undefined),-4,-2,-2,0.95,3,-8,0.97,54*,5
Cc1cc(C)c(S(=O)(=O)N2CCCCC2)c(C)c1N(C)S(=O)(=O)c1ccccc1,14,1,-3,0.85,3,-6,0.97,1.9,15
C=CCOc1ccc(CNc2nccs2)cc1,0,-5,-2,1,9,-4,0.91,-3.9,-2
Cc1ccc(NC(=O)c2ccc(Cn3cc(Cl)cn3)o2)c(C)c1,/,-5,4,1.1,3,-4,0.97,-0.7,-10
COc1ccc(/C=C2/SC(=S)N(Cc3ccccc3)C2=O)cc1O,1,-4,-7,1,16,-9,0.84,3.7,-3
O=C(NCCN1C(=O)S/C(=C\c2ccccc2Cl)C1=O)C1=COCCO1,5,-3,-2,1.1,4,-7,0.96,-1.1,-8
Cc1ccc(C(=O)Nc2cccc(C(F)(F)F)c2)cc1NC(=O)c1[nH]cnc1C(N)=O,-7,-4,2,1.3,10,-7,0.9,-0.4,-33
CN1CCN(NC(=O)c2ccc(Cl)cc2Cl)CC1,3,0,-2,1,-1,1,1,-1.2,-1
CCOC(=O)c1[nH]c2ccc(OC)cc2c1NC(=O)c1nonc1C,-6,-2,0,0.89,5,-4,0.95,1.4,11
Cc1nnc(SCC(=O)N(C)C2CCS(=O)(=O)C2)n1Cc1ccccc1 (centres undefined),-5,2,4,1,1,-18,0.99,-1.5,-4

# Ordered by length of the SMILES (ascending): some entries from above.
SMILES,ATG4B inhibitor,A3A deaminase,MIN6 prolif,hIAP act,mIAP block,APOBEC3G inh,mIAP act,MPTP inh,hIAP inh
S=C(NCc1ccccc1)N1CCCCC1,2,-2,1,0.81,4,-5,0.96,-0.5,19
COc1ccc(/C=C2/SC(=S)N(Cc3ccccc3)C2=O)cc1O,1,-4,-7,1,16,-9,0.84,3.7,-3
CCOC(=O)c1[nH]c2ccc(OC)cc2c1NC(=O)c1nonc1C,-6,-2,0,0.89,5,-4,0.95,1.4,11
O=C(Nc1ccc2oc(-c3ccccc3)nc2c1)c1ccc2c(c1)OCCO2,-2,-2,0,1,-4,-1,1,2.1,0
Cc1cc(C)c(S(=O)(=O)N2CCCCC2)c(C)c1N(C)S(=O)(=O)c1ccccc1,14,1,-3,0.85,3,-6,0.97,1.9,15

# The results go on.
SMILES,ATG4B inhibitor,A3A deaminase,MIN6 prolif,hIAP act,mIAP block,APOBEC3G inh,mIAP act,MPTP inh,hIAP inh
CC(C)=CCC/C(C)=C/C(=O)O,-1,1,-3,0.94,1,-1,0.99,-0.1,6
Cc1c(N/C(=N/S(=O)(=O)c2ccc(F)cc2)c2ccccc2)c(=O)n(-c2ccccc2)n1C,-2,4,-1,1.1,-1,2,1,0.7,-7
COc1ccc(NC(=O)Nc2ncn(Cc3cccc(C(F)(F)F)c3)n2)cc1OC,-6,-3,-1,1.1,-4,-4,1,1.3,-6
CC(CC(=O)NCC1CCCO1)c1ccccc1 (centres undefined),2,-3,-1,0.84,7,10,0.93,0.5,16
CN1CCN(C2CCN(Cc3ccc(O)c4ncccc34)CC2)CC1,8,-2,-1,1.2,-19,-2,1.2,-12,-16
CNC(=O)c1ccsc1NC(=O)C1CCN(S(=O)(=O)c2cccs2)CC1,-10,0,-2,1.1,12,-6,0.88,-0.5,-13
COc1ccc(CCNC(=O)C2CC(=O)N(c3ccc(C)cc3)C2)cc1OC (centres undefined),-1,0,-2,1.2,7,-5,0.93,-1.7,-19
CCOC(=O)C(C)Oc1ncnc2cccc(F)c12 (centres undefined),-8,-3,-1,1.1,11,-4,0.89,1.1,-9
Cc1nn(-c2cccc(Cl)c2)nc1C(=O)O,-10,0,-5,0.87,4,-2,0.95,-0.3,13
O=C(NCCc1ccccc1)C(=O)NCC1OCCN1S(=O)(=O)c1cccs1 (centres undefined),-7,-3,0,1,2,-6,0.98,0.4,-3
C=CCSC1=N/C(=C\c2ccc(C)o2)C(=O)S1,8,4,-3,0.96,18,0,0.82,1.4,4
O=C(NCCSc1ncc(-c2ccc(F)cc2)[nH]1)c1ccc2c(c1)OCO2,0,7,-3,1.1,-7,6,1.1,1.2,-6
N#CCC(=O)Nc1ccc(C(=O)OCC(=O)NC2CCCc3ccccc32)cc1 (centres undefined),5,-1,-1,0.89,5,-4,0.95,-1.3,11
Cn1c(=O)[nH]c(=O)c2c1nc(NCCO)n2CCOc1ccccc1,4,3,-1,1,-1,-1,1,-1.0,-4
O=C1COc2ccc(C(=O)CSc3nnc(Cc4ccccc4)o3)cc2N1,-9,-4,-1,0.98,9,-9,0.91,1.5,2
COc1ccc2ccccc2c1CNc1nnnn1C,0,3,-1,0.98,1,-9,0.99,0.0,2
COc1cc(Sc2ccc(C)cc2)c(OC)cc1N,-2,-2,-5,0.97,0,1,0.99,2.6,3
O=C1CN(C(=O)COC(=O)c2ccc([N+](=O)[O-])s2)c2ccccc2N1,-2,1,-4,1.2,4,2,0.96,-1.6,-21
COc1ccc(C(=O)c2cn[nH]c2-c2ccc(C)cc2O)cc1,-5,0,0,1.9,11,-8,0.89,0.2,-89
CC(NC(=O)C1CCC1)c1ccc2c(c1)OCO2 (centres undefined),2,0,-5,1,8,-4,0.92,1.0,-4
CCOc1ccc(N2CC(C(=O)NCc3ccc(F)cc3)CC2=O)cc1 (centres undefined),-18,15,-3,0.8,11,5,0.89,0.9,20
COC(=O)c1ccc(N)c(CS(=O)(=O)c2ccc(Cl)cc2)c1,-5,1,2,0.95,2,-2,0.98,-0.1,5
CN(C)C1(CNCC(O)c2ccccc2)CCCCC1 (centres undefined),-3,-2,2,1.4,10,-6,0.9,-0.5,-39
Cc1ccc(O)c(-c2cc(C(=O)Nc3ccc(S(=O)(=O)N4CC(C)OC(C)C4)cc3)[nH]n2)c1 (centres undefined),-21,-1,-3,0.98,6,-3,0.94,48,2
CC(=O)Oc1ccc(-c2cc3ccccc3oc2=O)cc1,-9,0,-1,1,0,-1,0.99,3.2,-3
COc1ccc(/C=C(\C#N)C(=O)OCC(=O)NCc2ccccc2Cl)cc1,18,0,-2,1.1,-9,3,1.1,4.9,-8
CCc1cc(C(=O)NCC(c2cccs2)N2CCOCC2)sc1C (centres undefined),8,-4,-1,0.97,2,-11,0.98,1.5,2
COc1ccc(CNC(=O)C2CCN(C(=O)c3ccc(-c4ccccc4)cc3)CC2)cc1,-8,-5,-1,1.2,-9,-6,1.1,-0.2,-21
CCNc1nc(NCC)nc(Nn2cnnc2)n1,13,-2,1,0.94,5,-2,0.95,-0.6,6
COc1ccc(Cc2nc3ccc(C(=O)N4CCCC4)cc3o2)cc1OC,-4,-5,0,1,6,-5,0.94,-0.3,0
Cc1cc(C)c(NC(=O)CS(=O)CC(=O)NCC2CCCO2)c(C)c1 (centres undefined),2,-2,0,0.91,7,-2,0.93,-0.3,9
N#CC1=C(N)NC(SCc2ccccc2)=C(C#N)C12CCCCC2,7,-1,-4,0.92,-1,-4,1,68*,8
CCN(CC)S(=O)(=O)c1ccc(C)c(NC(=S)N2CCN(c3ccccn3)CC2)c1,-16,0,0,1.1,15,-5,0.85,0.6,-13
Cc1ccc(CNC(=O)Nc2ccc(Cl)cc2)cc1,-2,-1,2,0.9,-25,-7,1.2,11,10
Cc1ccccc1COC(=O)CNC(=O)c1sc2ccccc2c1Cl,5,-2,3,0.94,9,-13,0.91,-0.9,6
CCCC(C(=O)NCc1ccco1)N(CC1CCCO1)C(=O)CNS(=O)(=O)c1ccc(F)cc1 (centres undefined),4,-3,1,1.3,3,-11,0.97,-0.3,-27
CCCNC(=S)N1CCN(CC)CC1,3,1,0,1.1,9,-4,0.91,-1.3,-7
COc1ccc(C(C(=O)NC(C)(C)C)N(Cc2ccc(F)cc2)C(=O)CCC(=O)Nc2cc(C)on2)cc1 (centres undefined),-4,-4,0,1.1,0,-7,1,-1.1,-8
COc1ccc(CN(Cc2cccnc2)C(=S)NCCc2ccccc2)cc1OC,0,-4,0,1.2,-7,-6,1.1,0.6,-24
O=C(Cn1nnc(-c2ccc(F)cc2)n1)Nc1cccc(S(=O)(=O)N2CCCC2)c1,-31,4,-5,0.87,-23,-2,1.2,3.4,13
CC1(C)CC(=O)c2sc(NS(=O)(=O)c3ccc(F)cc3)nc2C1,-3,-6,-1,0.88,5,-8,0.95,-1.4,12
O=C(CSc1nc(-c2ccccc2F)nc2nc[nH]c12)Nc1c(Cl)cc(Cl)cc1Cl,/,-3,-2,1.5,-1,-4,1,/,-51
CCCCC(=O)NNC(=S)NC(=O)C(c1ccccc1)c1ccccc1,-15,-5,-2,1.4,10,-10,0.9,69*,-36
CCCCCCCCCn1cc(C(C)=O)c(=O)[nH]c1=O,2,-3,-2,0.95,5,-6,0.95,3.3,4
CN(C)c1ccc(/C=N/N=C/c2ccccc2O)cc1,21,-2,0,0.93,-2,-6,1,2.0,7
FC(F)(F)c1ccccc1Nc1nccs1,11,0,-1,1.1,4,6,0.96,-0.7,-11
CC1CCN(S(=O)(=O)c2ccc(NC(=O)CN3CCCC(C)C3)cc2)CC1 (centres undefined),1,-1,1,0.94,12,-7,0.88,0.8,6
Cc1ccc(N2C(=O)c3ccccc3C2Nc2cccnc2)nc1 (centres undefined),-2,0,-2,1.1,-1,-4,1,-0.3,-6
Cc1ccc(S(=O)(=O)NCCNc2ccc(Br)c(C)c2)cc1,-8,-7,-4,1,-13,-9,1.1,6.9,0
CCOC(=O)C1=NNC2(CC(=O)N(c3cccc(C)c3)C2=O)C1 (centres undefined),-11,-2,-2,0.87,6,-4,0.94,2.0,13
O=C(c1ccc(S(=O)(=O)NCC2CCCO2)cc1)N1CCc2ccccc21 (centres undefined),-2,-2,-1,1.2,0,-3,1,1.4,-21
COc1cccc(/C=N/n2c(C3CCCCC3)n[nH]c2=S)c1,2,-2,6.9*,0.85,-3,6,1,-0.5,15
CCCc1nnc(SCCSc2nnc(CCC)n2N)n1N,1,-1,-1,0.82,-4,-5,1,1.7,18
Cc1ccc(NC(=O)COC(=O)[C@@H]2CCCN2C(=O)c2cccs2)cc1S(=O)(=O)N(C)C,0,-10,-2,1.2,0,-2,1,4.2,-20
CCn1cc(CN2CCC(C(=O)Nc3cccc(-c4cccc(Cl)c4)c3)CC2)c(C)n1,20,0,-7,0.97,-239,-2,3.4*,0.6,2
CCOC(=O)C1CCN(C(=O)c2cccnc2Oc2ccc(Cl)cc2)CC1,-11,3,2,0.96,-3,12,1,0.4,4
CCOc1ccc(S(=O)(=O)NCc2csc(C)n2)cc1,3,1,-2,1,4,2,0.96,0.2,-1
